Bioassay records: PubChem, several laboratories
b-catenin transl = modulators of beta-catenin nuclear translocation, primary screen, imaging, HeLa cells, immunofluorescence, high-content; AID 1665, 2009; nuclear translocation activity, % at 5 µM; 0.3% of 190,000 active;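 active = nuclear translocation activity above 50% at 5 µM, with a well cell count of 50 or more; inconclusive = wells under 50 cells across six images, flagged as toxic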;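 also: per-cell ratio of nuclear to cytoplasmic median beta-catenin stain intensity; plate controls were DMSO negative control for no effect and GSK-3 inhibitor IX positive control for full effect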
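Technique: fluorescence imaging of beta-catenin antibody stain plus DAPI / Material: human HeLa cell line / Incubation: compound treatment 24 h, 37°C, 5% CO2 / Read-out basis: % activation of per-cell nuclear versus cytoplasmic median beta-catenin signal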
AID2073 = inhibitors of Mint1-CaV2.2 protein interaction, biochemical, HTRF (AID 2073); HTRF protein-protein interaction, Mint1-CaV2.2; higher % means a stronger effect; inhibition, % at 20 µM; hits with a dose series show IC50 in µM; 0.19% of 290,000 active; in the data active = inhibition mostly above about 51%, no sharp cut-off; inconclusive = no clear call, values can overlap the other calls; inactive = mostly below about 53%; also: some results filed as inactive read as strong as hits
Ins promoter up = insulin promoter activators in MIN6 cells, imaging, high-content screening, mouse beta cells; MIN6 insulin promoter-GFP reporter; stronger effect = higher value; z-score at 5 µM; 0.3% of 190,000 active; AID 1625, 2009;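 active = z-score above 3 at 5 µM with at least 500 cells counted in the well; inconclusive = wells under 500 cells, flagged as cytotoxic or low count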
HIV peptide binding = inhibitors of HIV fusion peptide binding, primary screen, biochemical, uHTS, fluorescence dequenching (AID 1986); 0.3% of 290,000 active; one-dose inhibition, % at 20 µM; IC50 in µM for titrated hits; cell-free peptide binding, fluorescence dequenching, 30 min; higher % means a stronger effect; in the data active = inhibition mostly above about 52%, no sharp cut-off; inactive = mostly below about 76%; also: some results filed as inactive read as strong as hits
Yfh1-off respiration = enhancers of respiration in Yfh1-depleted yeast, dose response, Friedreich's ataxia, plus single-dose screen (AID 1465). S. cerevisiae Yfh1-off respiration, WST-1 reduction, 72 h; higher fold induction means a stronger effect. fold induction at 50 µM; hits with a dose series show EC50 in µM. 0.074% of 220,000 active;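 active = fold induction of absorbance versus untreated yeast above a set limit, then at least 30% activation at any dose in follow-up; inconclusive = repeats straddling the limit, or above it without dose testing; inactive = fold induction below the set limit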;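 also: activators that raise dye reduction in frataxin-depleted yeast; strong numbers were not always called active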
WT yeast gro inh = growth inhibition of WT strain, primary screen, mitochondrial fusion inhibitor project, WT and mutant strains, chemical genetic; mitochondrial fusion phenotypic screen; inhibition, % at 10 µM; AID 1362, 2008; 2.1% of 190,000 active; in the data active = inhibition above about 58%; tested in S. cerevisiae
MT stabilizer = microtubule stabilizers in HeLa cells, primary screen, imaging, high-content imaging. 0.83% of 200,000 active. % tubulin-high responders, % at 10 µM. HeLa tubulin immunostaining HCS, 24 h; share of cells brighter than vehicle mean+2SD;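 active = plate Z-score above 3 for both tubulin-high and condensed-nucleus cell shares, with cell loss under 80%, at 10 µM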;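 also: anti alpha tubulin signal scored within the nucleus-defined area of each cell; some results filed as inactive read as strong as hits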
Autophagy HCS = autophagy modulators in MEF cells, primary screen, imaging, high-content, MEF GFP-LC3; AID 463193, 2010; calls only at 10 µM (by protocol); MEF GFP-LC3 puncta imaging; test concentration mostly 10 µM; 0.98% of 190,000 active;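 active = percentage of spot-positive cells more than 3 SD above its plate mean, without a fluorescence outlier flag or 80% toxicity; inconclusive = no clear call, values can overlap the other calls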;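 also: spot-positive cell cutoff set from DMSO-treated cells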
Dynein transport = inhibitors of GR-EGFP nuclear translocation, primary screen, dynein cargo transport inhibitor project, imaging, high-content, 3617.4 mouse cells | test concentration mostly 20 µM; stimulated with dexamethasone, 1 µM; stronger effect = lower value | z-score, hits read low | 0.47% of 220,000 active | AID 1381, 2008;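 active = plate z-score of nuclear minus cytoplasmic receptor signal below a set negative limit, without overly bright fluorescence or cell loss, cut at about -3.5 in these data, passing the limit was not always enough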;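 also: z-score of nuclear minus cytoplasmic ring GR-EGFP intensity difference per well; some compounds called inactive have numbers as strong as hits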
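medium = tetracycline-free induction medium containing charcoal-stripped FBS | also added = 1.0 µM final dexamethasone stimulus | schedule = 48 h induction, 1 h compound, 30 min dex at 37 °C | technique = fixed, Hoechst-stained cells imaged at 10x for EGFP | measure = GR-EGFP nuclear translocation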
WT yeast gro inh mutant strain = second read-out of WT yeast gro inh, no call of its own (marks repeat the call); inhibition, %; mitochondrial fusion phenotypic screen, mutant strain inhibition
Dynein transport cytoplasmic EGFP = further read-out of Dynein transport, marked with its call; z-score; measured here: cytoplasmic GR-EGFP intensity; stronger effect = higher value
Dynein transport nuclear GR-EGFP = also measured in Dynein transport; calls as there; z-score; measured here: nuclear GR-EGFP intensity;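 lower value marks the stronger effect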
Dynein transport cell count = also measured in Dynein transport; calls as there; z-score; measured here: cell count per field
Ins promoter up cell count = also measured in Ins promoter up; calls as there; cell count; measured here: cytotoxicity, nuclei count;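 total cells summed across four imaged fields per well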
b-catenin transl cell count 5 µM = further read-out of b-catenin transl, marked with its call; cell count; measured here: cell count, cytotoxicity flag
MT stabilizer Hoechst-high % = recorded beside MT stabilizer, whose call it bears; % Hoechst-high responders; measured here: nuclear condensation Hoechst responders;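 share of cells brighter than vehicle mean plus two SD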
MT stabilizer cytotoxicity % = recorded beside MT stabilizer, whose call it bears; toxicity, %; measured here: cytotoxicity by cell density;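 0% = mean cell density of plate MIN control wells and 100% = no cells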
Autophagy HCS cell loss 18 h = recorded beside Autophagy HCS, whose call it bears; toxicity, %; measured here: cell loss, nuclei count;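 cell loss after 18 h compound exposure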
Active calls of the source: *; i = inactive; ? = inconclusive; . = no result given; + = active, no number. No enrichment for hits; 4.2% or so of the library scored in one or more.

1	COc1ccc(-c2nc(C(N)=O)c3[nH]c(=O)n(-c4ccccc4OC)c3n2)c(OC)c1
2	COc1ccc(-c2c(C)[nH]n3c(=O)c(Cc4ccccc4)c(C)nc23)cc1
3	CCOC(=O)C1(Cc2ccc(OC)cc2)CCN(C(=O)CN2CCCCC2=O)CC1
4	CC(=O)c1ccc2c3c(ccc(O)c13)CC2
5	Cc1c(C)n(CC(O)CN2CCOCC2)c2ccccc12 (stereo not drawn)
6	CCc1c(O)nc(SCC(=O)Nc2ccc(OC)cc2)n(C2CCCCC2)c1=O
7	O=S1(=O)C=C(SCc2ccccc2)Nc2ccccc21
8	COc1ccc(C(C)=O)cc1COC(=O)CCCN1C(=O)c2ccccc2C1=O
9	COC(=O)c1oc2c(c1C)C1(CCC2)SCCS1
10	Cc1nn(Cc2ccccc2Cl)c2sc(C(=O)Nc3nccs3)cc12
entry no.	1	2	3	4	5	6	7	8	9	10
HIV peptide binding	0.4%	-2.6%	1.8%	-3.5%	-2.3%	1.9%	4.5%	0.9%	-0.6%	1.0%
MT stabilizer	10	6.7	4.6	2.2	2.0	2.8	2.7	3.5	5.2	2.6
b-catenin transl cell count 5 µM	.	883	1094	1116	891	1108	.	1068	1029	582
Dynein transport nuclear GR-EGFP	1.7	-0.064	-0.7	-0.35	0.58	-0.74	0.11	-0.57	0.39	1
Ins promoter up cell count	762	.	1534	1107	1200	1959	.	1612	.	1355
WT yeast gro inh mutant strain	-2	-3	16	-2	-45	24	-8	-9	14	6
WT yeast gro inh	15	-6	3	8	1	22	9	-1	6	10
MT stabilizer cytotoxicity %	17	1.3	6.8	3.0	11	4.5	7.2	9.6	3.4	6.1
Yfh1-off respiration	i	i	i	i	i	i	i	i	i	i
Dynein transport	2.3	0.21	-1.1	-0.42	0.98	-0.95	-0.51	-1.2	0.063	0.31
b-catenin transl	.	-1.2	-1.4	-0.2	1.3	-1.5	.	-3.5	0.1	-3.9
AID2073	-1%	5%	-10%	-2%	-6%	-4%	?	-3%	4%	9%
Dynein transport cytoplasmic EGFP	0.037	-0.28	-0.35	-0.2	-0.2	-0.53	-0.2	-0.25	-0.14	-0.31
MT stabilizer Hoechst-high %	7.2	2.1	1.7	2.0	2.2	1.8	2.0	2.3	1.9	3.9
Autophagy HCS cell loss 18 h	14	-10	-12	-3	-5	8	18	8	12	-9
Autophagy HCS	i	i	i	i	i	i	i	i	i	i
Dynein transport cell count	-1.5	0.33	2.1	0.75	-0.83	1.3	0.15	1.1	-1.4	0.29
Ins promoter up	-0.96	.	-0.12	2.1	-0.25	-0.83	.	-0.05	?	-0.29

11	CC(=O)c1c(C)[nH]c(C(=O)CSc2nnc(C3CCCCC3)n2N)c1C
12	O=C(CSc1nc2ccccc2c(=O)[nH]1)N1CCCCCC1
13	Nc1cc(=O)[nH]c(SCC(=O)Nc2nc3ccc([N+](=O)[O-])cc3s2)n1
14	O=C(/C=C/c1cccc([N+](=O)[O-])c1)NCCSCc1ccco1
15	COc1cccc(-c2nc(CS(=O)(=O)CC(=O)N3CCc4ccccc43)c(C)o2)c1
16	COC(=O)c1cc(NCc2cccs2)ccc1N1CCOCC1
17	O=C(c1cnsn1)N1CCC(CO)(Cc2cccc(F)c2)CC1
18	CCOc1ccc(NC(=O)C(Cc2ccccc2)NC(=O)C2CCCCC2)cc1 (stereo not drawn)
19	CCc1nnc(NC(=O)c2ccc(S(=O)(=O)NCC(C)C)cc2)s1
20	O=C(CCC(=O)N/N=C/c1cc(Cl)cc(Cl)c1O)NCc1ccccc1
entry no.	11	12	13	14	15	16	17	18	19	20
HIV peptide binding	-2.5%	-0.3%	2.3%	3.0%	5.4%	-3.0%	-0.5%	0.2%	-2.4%	4.3%
MT stabilizer	5.1	1.9	1.5	2.7	2.5	4.4	4.3	3.1	3.7	2.6
b-catenin transl cell count 5 µM	1137	1429	1489	591	.	1139	937	1098	1044	943
Dynein transport nuclear GR-EGFP	0.17	0.1	0.45	0.15	-0.15	0.01	-0.63	0.086	-0.15	0.33
Ins promoter up cell count	1191	1514	1539	1189	.	1117	.	1347	.	1257
WT yeast gro inh mutant strain	3	15	-1	-9	5	3	-1	-15	11	4
WT yeast gro inh	10	-9	1	5	9	-5	11	-21	6	-4
MT stabilizer cytotoxicity %	4.5	12	2.2	4.6	8.2	6.1	0.1	5.1	6.1	5.3
Yfh1-off respiration	i	i	i	i	i	i	i	i	i	i
Dynein transport	0.13	-0.4	0.53	-0.72	-0.26	-0.46	-1.3	-0.85	-0.71	0.59
b-catenin transl	-4.1	3.9	1.2	-4.6	.	1.4	1.6	-1.8	-0.1	-0.4
AID2073	-3%	-4%	6%	5%	6%	-7%	16%	17%	4%	36%
Dynein transport cytoplasmic EGFP	-0.11	-0.2	-0.21	-0.2	-0.26	-0.047	-0.23	-0.08	-0.18	-0.16
MT stabilizer Hoechst-high %	3.3	2.4	0.4	2.2	3.3	3.8	2.7	1.8	1.5	2.0
Autophagy HCS cell loss 18 h	10	.	11*	-10	8	-4	-11	7	6	12
Autophagy HCS	i	.	+	i	i	i	i	i	i	i
Dynein transport cell count	-1.5	0.038	-1	0.071	0.43	0.79	1.1	0.45	1.2	0.38
Ins promoter up	-0.28	0.31	-0.15	0.5	?	-0.03	.	-0.13	.	0.9

21	O=c1c2ccccc2nc2n1C(CSc1ccc(Br)cc1)CN2 (stereo not drawn)
22	O=[N+]([O-])c1ccc2nc(-c3ccccc3)cc(-c3ccccc3)c2c1
23	CCC(=O)N1CCc2cc(S(=O)(=O)CCC(=O)NCc3cccs3)ccc21
24	O=C(Nc1ccccc1)N1C2CCC1CC(O)(c1cccnc1)C2 (stereo not drawn)
25	COc1ccc(C2=C(C#N)C(=O)OC2)cc1
26	Cc1ccccc1C(=O)NC(=S)NCCN1CCOCC1
27	Cc1ccc2c(c1)nc(-n1nc(C)cc1C)c1nnnn12
28	COc1ccc(CCCc2nnc(SCC(=O)NN)o2)cc1
29	O=C(N/N=C/c1cccc(O)c1)c1ccc(COc2ccccc2Br)cc1
30	COc1ccc(S(=O)(=O)N(CC(=O)NCc2ccco2)c2ccccc2)cc1
31	Cc1cccc(NC(=O)c2ccccc2C(=O)O)c1
32	Oc1ccc(/C=N/NC(=S)N2CCOCC2)cc1
entry no.	21	22	23	24	25	26	27	28	29	30	31	32
HIV peptide binding	-1.5%	2.8%	0.5%	-1.4%	1.2%	-0.8%	0.1%	2.3%	-0.9%	-0.4%	1.5%	-4.1%
MT stabilizer	2.8	1.9	4.2	1.7	4.2	2.3	3.1	3.2	3.4	2.3	2.5	4.6
b-catenin transl cell count 5 µM	.	1004	.	1462	.	591	1122	1119	.	1165	1070	1102
Dynein transport nuclear GR-EGFP	0.18	-0.26	-0.12	-0.28	0.6	0.7	-0.017	-0.38	-0.56	-0.37	0.69	0.7
Ins promoter up cell count	.	.	.	1321	.	1348	1191	1211	977	893	1963	1137
WT yeast gro inh mutant strain	-7	-16	3	-11	6	10	16	7	21*	-1	2	25
WT yeast gro inh	7	-5	3	-7	43	0	9	3	80*	-5	-3	5
MT stabilizer cytotoxicity %	8.7	7.5	5.1	6.3	1.4	8.8	4.8	0.9	6.3	3.9	35	8.5
Yfh1-off respiration	i	i	i	i	i	i	i	i	i	i	i	i
Dynein transport	-0.024	-0.44	-0.51	-1.1	0.97	1.3	-0.31	-0.78	-0.83	-0.55	0.15	0.84
b-catenin transl	.	0.0	.	0.7	.	-1.9	-0.8	0.6	.	-4.1	-0.4	-4.9
AID2073	7%	1%	11%	-15%	4%	-30%	44%	18%	10%	2%	0%	2%
Dynein transport cytoplasmic EGFP	-0.2	-0.13	-0.24	-0.26	-0.067	-0.29	-0.29	-0.36	-0.15	-0.35	-0.17	-0.016
MT stabilizer Hoechst-high %	2.0	3.5	2.4	1.5	1.2	2.1	2.0	2.7	2.1	1.9	0.3	2.8
Autophagy HCS cell loss 18 h	9	0	-4	30	11	-8	-3	-1	-1	-3	-1	17
Autophagy HCS	i	i	i	i	i	i	i	i	i	i	i	i
Dynein transport cell count	0.99	-0.18	0.42	0.1	-0.7	-0.082	0.0073	0.15	0.61	0.74	0.38	-0.98
Ins promoter up	.	.	.	0.56	.	0.27	0.26	0.42	0.72	0.57	0.15	1.2

Single records, as listed above. Order of screens: HIV peptide binding	MT stabilizer	b-catenin transl cell count 5 µM	Dynein transport nuclear GR-EGFP	Ins promoter up cell count	WT yeast gro inh mutant strain	WT yeast gro inh	MT stabilizer cytotoxicity %	Yfh1-off respiration	Dynein transport	b-catenin transl	AID2073	Dynein transport cytoplasmic EGFP	MT stabilizer Hoechst-high %	Autophagy HCS cell loss 18 h	Autophagy HCS	Dynein transport cell count	Ins promoter up
Shown for `CCOc1ccc(NC(=O)C(Cc2ccccc2)NC(=O)C2CCCCC2)cc1` (stereo not drawn) → 0.2%	3.1	1098	0.086	1347	-15	-21	5.1	i	-0.85	-1.8	17%	-0.08	1.8	7	i	0.45	-0.13
Shown for `O=C(N/N=C/c1cccc(O)c1)c1ccc(COc2ccccc2Br)cc1` → -0.9%	3.4	.	-0.56	977	21*	80*	6.3	i	-0.83	.	10%	-0.15	2.1	-1	i	0.61	0.72

As entered above:
Oc1ccc(/C=N/NC(=S)N2CCOCC2)cc1 @ WT yeast gro inh: 5
O=c1c2ccccc2nc2n1C(CSc1ccc(Br)cc1)CN2 (stereo not drawn) @ Dynein transport: -0.024
Cc1cccc(NC(=O)c2ccccc2C(=O)O)c1 @ Autophagy HCS cell loss 18 h: -1
Cc1ccccc1C(=O)NC(=S)NCCN1CCOCC1 @ Dynein transport: 1.3
